Screens from PubChem BioAssay.
Lipid storage S3: qHTS Assay for Lipid Storage Modulators in Drosophila S3 Cells. Drosophila S3 cells, BODIPY lipid droplet fluorescence, 18-24 h; cells fed with added oleic acid. Potency in µM for hits, for the others lipid storage change, negative = inhibition, % at the top dose, mostly 46.1 µM. hit rate 0.64% among 320,000; active = well fitted inhibition curve with a large enough effect in the signal ratio, with a control signal flat, not every such curve was filed as active; inconclusive = small, poorly fitted or top-dose-only effect, or effect the other way, or a change in a side signal; the % refers to the signal ratio
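Drosophila S3 cells got compounds at several concentrations plus oleic acid (400 uM solution). Laser-scanning cytometry with 488 nm excitation read lipid droplets at 500-530 nm and cells at 575-640 nm. Percent activity was relative to 20 uM Triacsin C.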
Lipid storage S3 cell count max: recorded beside Lipid storage S3, whose call it bears; cell number change, %; measured here: cell count max response;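 cells counted by Cell Tracker Red CMTPX staining in the red channel; peak over a dose series mostly up to 46.1 µM; percent activity relative to internal control wells on each plate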
Starred values were filed as active, the others as inactive; i = inactive; ? = inconclusive; . = not tested or not shown. % is set by controls: 0 for no effect and ±100 for the full control effect; potency is the fitted concentration of half-maximal effect.

SMILES | Lipid storage S3 | Lipid storage S3 cell count max
Cc1ccc(S(=O)(=O)N2CCN(C(=O)c3ccco3)CC2)c(C)c1 | 5.4% | 12.5
Cc1ccc(-c2[nH]nc3c2C(c2cccnc2)C(C#N)=C(N)O3)cc1 (stereo not drawn) | 3.4% | -3.1
CCCN1C(=O)c2cc(C(=O)NCc3ccc(OC)cc3)ccc2C1O (stereo not drawn) | 6.8% | -1.0
CCN1CCN(S(=O)(=O)c2ccc(Cl)c(C(=O)NCCc3ccccc3)c2)CC1 | 24.7% | -6.8
Cc1ccc(NS(=O)(=O)c2ccc3c(c2)OCCCO3)cc1S(=O)(=O)N1CCOCC1 | ? | .
O=C(CNC(=O)c1ccccc1F)Nc1ccccc1C(F)(F)F | 9.7% | 13.4
COc1ccc(C(=O)Oc2cc(/C=N/NS(=O)(=O)c3ccccc3)ccc2OC)cc1 | i | -2.4
O=C(OCC(=O)N1CCc2ccccc21)c1nc(Cl)ccc1Cl | ? | .
CCOC(=O)C1(CCOc2ccccc2)CCN(Cc2cnc(C)[nH]2)CC1 | -7.4% | 8.6
O=C(Nc1cccc(-c2nnco2)c1)c1cccs1 | -3.2% | -0.7
COc1cccc(N2CC(C(=O)Oc3ccc4ccccc4c3)CC2=O)c1 (stereo not drawn) | ? | .
Cc1c(Cc2ccccc2)c(=O)oc2cc(OCC(=O)N3CCC(C(N)=O)CC3)ccc12 | -27.3% | 23.5
CCC(C)c1ccccc1NC(=O)COc1ccc(-n2cnnn2)cc1 (stereo not drawn) | ? | .
Nc1ccccc1OCCOc1ccccc1N | 16.6% | 7.5
O=C(NCc1ccccc1F)Nc1ccc([N+](=O)[O-])cc1 | 6.7% | -8.5
O=C(Oc1ccc2ccccc2c1)c1ccccc1 | ? | .
Oc1ccc[n+](CCCCC[n+]2cccc(O)c2)c1 | -6.8% | -10.0
c1ccc2c(c1)nc(NCCN1CCOCC1)c1nncn12 | 19.5% | -4.3
O=C(NC(=S)Nc1ccc(S(=O)(=O)Nc2ncccn2)cc1)c1cccc(Br)c1 | -8.1% | 5.9
COc1ccc(-c2nn(CCC#N)cc2C(=O)Nc2ccccn2)cc1OC | -13.0% | -12.0
O=c1[nH]c2ccccc2nc1-c1c[nH]c2ccccc12 | -1.0% | -27.5
O=C(O)C1CCCCC1C(=O)Nc1ccccc1C(=O)N1CCN(c2ccc(F)cc2)CC1 (stereo not drawn) | ? | .
CC1Cc2ccccc2N1CC(=O)NCc1ccccc1Cl (stereo not drawn) | ? | .
COc1ccc(OCc2cccc(C(=O)Nn3cc([N+](=O)[O-])cn3)c2)cc1 | ? | .
CC(=O)Nc1cccc(N(C)C)c1 | ? | .
CC(=O)Nc1ccc(S(=O)(=O)NC2(C(F)(F)F)C(=O)Nc3c2c(=O)[nH]c(=O)n3Cc2ccco2)cc1 (stereo not drawn) | ? | .
Nc1ccn(-c2ccc(Cl)cc2)c(=O)c1 | ? | .
O=C(Nc1ccc(F)cc1)c1ccccc1S(=O)(=O)c1ccccc1[N+](=O)[O-] | 11.9% | -0.4
COc1ccc(/C=N/NC(=O)c2ccn[nH]2)cc1CSc1ccccn1 | ? | .
O=C(CSc1nnc2ccccn12)Nc1cccc(S(=O)(=O)N2CCOCC2)c1 | 4.0% | -9.5
CCOC(=O)CSc1nc2ccsc2c(=O)[nH]1 | 0.2% | 9.6
Cc1[nH]c2ccc(C(=O)N3CCN(Cc4ccccc4)CC3)cc2c1C | ? | .
COc1ccc(C2/C=C\CN(C(=O)OCc3ccccc3)CC(=O)N2Cc2ccc(F)cc2)cc1 (stereo not drawn) | 18.3% | 6.2
CCCCOP(=O)(OCCCC)C(O)c1ccc(N(C)C)cc1 (stereo not drawn) | ? | .
CC(C)CC(=O)NC(=S)Nc1ccc(N2CCCC2)c(Cl)c1 | -5.1% | 6.1
CCOc1ccc(NS(=O)(=O)c2ccc(C(=O)NCCCN3CCCC3=O)cc2)cc1 | ? | .
COc1ccc(S(=O)(=O)n2cnc3cc(C)c(C)cc32)cc1 | ? | .
COCCCNC(=S)N/N=C/c1ccc(N(C)C)cc1Cl | 10.9% | 3.1
CN1C(=O)/C(=C/c2cn(CC(=O)N3CCCCC3)c3ccccc23)NC1=S | ? | .
COc1ccc(NC2=CC(=S)NC(C)(C)C2)cc1 | 1.5% | .
Cc1ccc(S(=O)(=O)N2CCN(Cc3cc(=O)n4ccccc4n3)CC2)c(C)c1 | ? | .
COc1cc2[nH]c(=S)n(Cc3cccs3)c(=O)c2cc1OC | -10.2% | -3.9
CCc1cccc(CC)c1NC(=S)N1CCn2cccc2C1c1cccnc1 (stereo not drawn) | -4.8% | 3.5
Cc1ccc(S(=O)(=O)N2CCCOC2CNC(=O)C(=O)NCc2ccco2)cc1 (stereo not drawn) | -0.2% | 6.7
O=C(C1CCN(Cc2nc(Cc3cccc(F)c3)no2)CC1)N1CCOCC1 | ? | .
Cc1snnc1C(=O)NC(=S)Nc1ccccc1 | -3.7% | -0.9
COCCn1c(C)cc(C(=O)COc2cccnc2[N+](=O)[O-])c1C | 12.1% | 17.7
Cc1cc(C(=O)Nc2sc3c(c2C#N)CCC(C)C3)no1 (stereo not drawn) | ? | .
COc1c(C)cc(C(=O)C2CCCN(C(=O)CCc3scnc3C)C2)cc1C (stereo not drawn) | ? | .
O=C(CCC(=O)OCc1cccc([N+](=O)[O-])c1)Nc1ccc(F)cc1 | ? | .
N[C@@H](CO)c1nnc([C@H](Cc2ccc(O)cc2)NC(=O)C2CCNCC2)o1 | -7.2% | -4.1
COc1ccc(S(=O)(=O)NC(C)C(=O)NCc2ccncc2)cc1OC (stereo not drawn) | ? | .
NC(=O)NC(=O)CN1C(=O)NC(c2ccccc2)(c2ccccc2)C1=O | ? | .
Cc1ccc(CN2CCSc3ccc(C(=O)NCc4cccnc4)cc32)cc1 | ? | .
COc1ccc(/C=N/NC(=O)c2cnccn2)cc1O | ? | .
COc1ccc(N=C2SC(CC(=O)Nc3ccccc3)C(=O)N2Cc2ccccn2)cc1 (stereo not drawn) | ? | .
CCOC(=O)c1ccc(NC(=O)N2CCN(C(=O)c3ccco3)CC2)cc1 | -18.7% | -4.2
CC(=O)c1cccc(NC(=O)/C(=C\c2ccco2)NC(=O)c2cccs2)c1 | ? | .
Cc1ccc(CSc2ccc(S(=O)(=O)N3CCCCC3)cn2)cc1 | i | -5.3
CC(C)(C)OC(=O)N1CCC(CC2CC(c3cccc(Br)c3)=NO2)(C(=O)NCC2CCCCC2)CC1 (stereo not drawn) | i | 3.3
(continued)
SMILES | Lipid storage S3 | Lipid storage S3 cell count max
c1ccc(CCN2CN=C(Nc3nc4ccccc4o3)NC2)cc1 | i | 13.8
COc1ccc(CNC(=O)C2(C)Cc3ccccc3C(=O)O2)cc1 (stereo not drawn) | ? | .
Cc1ccc(C(=O)CSc2nnc3ccccn23)c(C)c1 | 22.1% | 19.9
CCOC(=O)Cc1csc(SCC(=O)Nc2cc(C)ccc2OC)n1 | ? | .
COc1cc(C(=O)NCC(=O)OCn2nnc3ccccc3c2=O)cc(OC)c1OC | ? | .
COCCN(C(=O)Cc1cccs1)C(C(=O)NCc1ccc(OC)cc1)c1ccc(OC)cc1 (stereo not drawn) | ? | .
CC(C)c1nc(C(=O)N2CCCC(N3CCN(c4cccc(Cl)c4)CC3)C2)cs1 (stereo not drawn) | -4.1% | -12.7
COc1ccc(NC(=O)CSc2nnc(NC(=O)C3CCC3)s2)cc1 | ? | .
COC(=O)c1c(NC(=O)c2c(Cl)cnn2C)sc(C)c1C | ? | .
C=CCSc1nnc2c(n1)OC=Nc1ccccc1-2 | i | 5.1
CCOC(=O)c1c(NC(=O)CN2CCN(C(=O)c3ccco3)CC2)sc(C)c1C | ? | .
CCOc1ccc(C(=O)Nc2cccc(-c3ccc(N4CCOCC4)nn3)c2)cc1OCC | ? | .

3 entries out of the list, arranged by SMILES length, low to high:
SMILES | Lipid storage S3 | Lipid storage S3 cell count max
c1ccc(CCN2CN=C(Nc3nc4ccccc4o3)NC2)cc1 | i | 13.8
COc1ccc(CNC(=O)C2(C)Cc3ccccc3C(=O)O2)cc1 (stereo not drawn) | ? | .
CCOC(=O)c1c(NC(=O)CN2CCN(C(=O)c3ccco3)CC2)sc(C)c1C | ? | .

(continued)
SMILES | Lipid storage S3 | Lipid storage S3 cell count max
CC1(C)CC(NC(=O)COc2ccccc2Cl)CC(C)(C)N1 | -3.9% | 11.8
COc1ccc(C(=O)NCC(=O)N2CCc3ccccc3C2)cc1 | i | .
C/C(=N\N1CCN(C2c3ccccc3-c3ccccc32)CC1)c1ccncc1 | -0.4% | -1.4
Cc1cc(C)nc(NS(=O)(=O)c2ccc(NC(=O)c3cc(-c4ccccc4)nc4ccccc34)cc2)n1 | 18.6% | .
CC(Oc1cccc(Cl)c1)C(=O)Nc1cc(=O)n(C)c(=O)n1C (stereo not drawn) | ? | .
CC(C)N(Cc1ccccc1)C(=O)CN1C(=O)NC2(CCCCCC2)C1=O | ? | .
CCN1CCN(C(=O)c2ccc3c(c2)N(Cc2ccccc2)C(=O)c2ccccc2S3=O)CC1 (stereo not drawn) | 7.2% | -2.6
CCOc1cccc(C2NC(=S)NC(C)=C2C(=O)Nc2ccccc2)c1 (stereo not drawn) | 0.3% | -10.5
Cc1ccc(S(=O)(=O)NN=C2C3CC4CC(C3)CC2C4)cc1 | 11.3% | 5.4
COc1cc(/C=C\C(=O)NCc2ccc3[nH]c(C)cc3c2)cc(OC)c1OC | ? | .
CCc1ccc2oc(C(=O)N3CCN(c4ccccc4OC)CC3)cc(=O)c2c1 | 12.6% | 2.1
S=C(NCC1COc2ccccc2O1)Nc1ccccc1 (stereo not drawn) | i | -12.7
Cc1ccc(S(=O)(=O)N2CC(C(=O)O)=CC[C@H]2c2ccc(Cl)cc2)cc1 | ? | .
Cc1ccc(C)c(-n2c(-c3ccc4c(c3)OCO4)n[nH]c2=S)c1 | ? | .
COc1ccccc1NC(=O)C1CC(O)CN1C(=O)Oc1ccccc1 (stereo not drawn) | i | -10.3
CC(C)Cc1nnc(NC(=O)CCC(=O)NCCc2ccc(Cl)cc2)s1 | i | .
CCC(=O)NCc1nc2ccccc2n1Cc1ccccc1F | -5.7% | 2.4
COc1ccc(C(O)c2nccc3cc(OC)c(OC)cc23)cc1OC (stereo not drawn) | 1.6% | -0.2
Cc1nc2ccc(NC(=O)c3cncc(Br)c3)cc2s1 | ? | .
O=C(NC1CCC(=O)N(CCOc2ccccc2)CC1)OCc1ccccc1 (stereo not drawn) | ? | .
O=C1C2C3C=CC(C3)C2C(=O)N1c1ccccc1OS(=O)(=O)c1ccccc1 (stereo not drawn) | ? | .
CCOC(=O)C1(C)NC(c2cccs2)C2C(=O)N(c3ccccc3)C(=O)C21 (stereo not drawn) | ? | .
CC(C)CC(=O)NNC(=O)c1ccc(Cl)cc1 | 7.3% | 19.3
COc1cc2c(cc1OC)C(c1ccc(Cl)cc1)=NCC2 | -23.4% | 2.7

3 entries drawn at random from those above:
SMILES | Lipid storage S3 | Lipid storage S3 cell count max
Cc1nc2ccc(NC(=O)c3cncc(Br)c3)cc2s1 | ? | .
CC(C)CC(=O)NNC(=O)c1ccc(Cl)cc1 | 7.3% | 19.3
Cc1ccc(S(=O)(=O)N2CC(C(=O)O)=CC[C@H]2c2ccc(Cl)cc2)cc1 | ? | .

Reformatted with values under each structure: part of the list above.
Second line of a record – Lipid storage S3, Lipid storage S3 cell count max
> CCC(=O)NCc1nc2ccccc2n1Cc1ccccc1F
 : -5.7%, 2.4
> COc1ccc(C(O)c2nccc3cc(OC)c(OC)cc23)cc1OC (stereo not drawn)
 : 1.6%, -0.2
> Cc1nc2ccc(NC(=O)c3cncc(Br)c3)cc2s1
 : ?, .
> O=C(NC1CCC(=O)N(CCOc2ccccc2)CC1)OCc1ccccc1 (stereo not drawn)
 : ?, .
> O=C1C2C3C=CC(C3)C2C(=O)N1c1ccccc1OS(=O)(=O)c1ccccc1 (stereo not drawn)
 : ?, .
> CCOC(=O)C1(C)NC(c2cccs2)C2C(=O)N(c3ccccc3)C(=O)C21 (stereo not drawn)
 : ?, .
> CC(C)CC(=O)NNC(=O)c1ccc(Cl)cc1
 : 7.3%, 19.3

More entries
SMILES | Lipid storage S3 | Lipid storage S3 cell count max
N#Cc1c(C(F)(F)F)cc(-c2ccc(Cl)cc2)[nH]c1=O | -20.5% | -14.2
CN1C(=O)NC(c2cccc([N+](=O)[O-])c2)C2=C1CC(C)(C)CC2=O (stereo not drawn) | -4.6% | 1.7
CCOC(=O)c1cc(CC)sc1NC(=O)C1CC(=O)NN1Cc1ccccc1 (stereo not drawn) | ? | .
CC(C)=CCCC(C)CN1CCC(N2CCC(C(=O)NC(C)C)CC2)CC1 (stereo not drawn) | 6.0% | -0.6
COc1ccc(CC(=O)Nc2cccc(-c3ccc4nnc(C)n4n3)c2)cc1OC | 5.0% | 1.2
COc1cccc(CNC(=O)CCS(=O)(=O)c2ccc3c(c2)CC(C)N3C(=O)C2CC2)c1 (stereo not drawn) | ? | .
COc1ccccc1NC(=O)C(=O)NCCC1CCCCN1S(=O)(=O)c1ccc(F)cc1 (stereo not drawn) | ? | .
CCCCN(CC)CCCNC(=O)c1ccc(CS(=O)(=O)c2c(Cl)cccc2Cl)o1 | ? | .
O=C(O)CCC(=O)OC1CC2CCC1C2 (stereo not drawn) | 0.5% | 4.7
CCc1cc(C(=O)O)c(NC(=O)C(c2ccccc2)c2ccccc2)s1 | ? | .
Cc1c(NC(=O)COC(=O)Cc2ccc(Cl)cc2)c(=O)n(-c2ccccc2)n1C | 12.2% | 0.5

Not all compounds are listed; count on the stated rates, not on these rows.
